High-throughput results deposited in PubChem BioAssay by National Center for Advancing Translational Sciences (NCATS).
A-T KAP1 phos = potential ataxia-telangiectasia treatments restoring KAP-1 phosphorylation | […] A-T fibroblasts, KAP-1 phosphorylation AlphaLISA; neocarzinostatin DNA damage 30 min before lysis | Potency, µM (doses to about 57.5 µM), without a hit: at the highest dose activation, usual class: activators | actives 0.19% (n = 320,000) | AID 485349; note: potency is the fitted concentration of half-maximal effect; % of control where 0% means no effect; nearly all actives have a fitted effect of over 45% in size
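hTERT-immortalized A-T patient fibroblasts ([…]), 500 cells/well in OPTI-MEM, 1% FBS, got compounds for 60 min, then NCS for 30 min at 37C. Lysates were then assayed for phospho-KAP-1 by AlphaLISA (anti-pKAP1 donor, anti-KAP1 acceptor beads), 6 hr at 25C.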
KCNH2 WT inh = KCNH2 (human, wildtype) channel inhibition; U2OS, BacMam KCNH2, thallium flux FluxOr; hits give low values; activity change, % at 1.84 µM; actives 0.37% (n = 340,000);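 active = maximum activity change below -70%; inconclusive = maximum activity change between -70% and -50%; inactive = maximum activity change above -50%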; note: % is set by controls: 0 for no effect and ±100 for the full control effect
Target sequence (Q12809 whole entry, looked up): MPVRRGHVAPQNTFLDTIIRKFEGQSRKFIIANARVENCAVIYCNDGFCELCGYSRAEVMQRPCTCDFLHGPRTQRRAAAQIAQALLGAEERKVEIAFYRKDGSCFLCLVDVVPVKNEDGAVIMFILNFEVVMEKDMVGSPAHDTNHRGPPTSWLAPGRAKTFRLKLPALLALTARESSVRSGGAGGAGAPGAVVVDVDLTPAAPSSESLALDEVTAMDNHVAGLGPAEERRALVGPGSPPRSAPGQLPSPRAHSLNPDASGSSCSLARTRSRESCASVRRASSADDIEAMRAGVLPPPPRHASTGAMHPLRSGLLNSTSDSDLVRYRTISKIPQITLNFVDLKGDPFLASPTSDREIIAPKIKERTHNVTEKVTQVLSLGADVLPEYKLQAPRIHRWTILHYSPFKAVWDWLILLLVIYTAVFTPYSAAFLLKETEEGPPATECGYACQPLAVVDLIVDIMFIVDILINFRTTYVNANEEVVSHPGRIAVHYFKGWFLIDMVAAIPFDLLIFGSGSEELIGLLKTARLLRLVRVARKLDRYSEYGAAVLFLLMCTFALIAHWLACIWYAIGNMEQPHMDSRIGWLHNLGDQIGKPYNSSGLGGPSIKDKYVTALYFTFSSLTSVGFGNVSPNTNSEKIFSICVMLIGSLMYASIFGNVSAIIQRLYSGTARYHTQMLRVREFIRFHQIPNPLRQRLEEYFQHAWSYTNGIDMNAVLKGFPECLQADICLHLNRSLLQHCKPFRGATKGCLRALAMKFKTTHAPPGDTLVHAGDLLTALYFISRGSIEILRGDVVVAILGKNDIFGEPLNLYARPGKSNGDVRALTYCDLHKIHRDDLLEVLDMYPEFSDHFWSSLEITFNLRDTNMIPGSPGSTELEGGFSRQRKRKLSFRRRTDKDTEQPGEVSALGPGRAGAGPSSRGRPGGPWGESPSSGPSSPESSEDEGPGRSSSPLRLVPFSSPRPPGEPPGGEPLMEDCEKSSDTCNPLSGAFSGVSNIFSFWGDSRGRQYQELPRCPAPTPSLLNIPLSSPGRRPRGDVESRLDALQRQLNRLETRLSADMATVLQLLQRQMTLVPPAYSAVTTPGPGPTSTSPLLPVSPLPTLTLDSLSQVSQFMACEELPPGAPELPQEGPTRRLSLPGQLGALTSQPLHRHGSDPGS
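U2OS cells were transduced with wild-type KCNH2 virus (2.03 x 10^8 / mL) for 4 h at room temperature, then cultured overnight at 37 C. Thallium flux was read with FluxOr dye. Rate constants were normalized to DMSO controls.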
TRPV1 ag = human TRPV1 agonism. Q8NER1. TRPV1-expressing cells, Fluo-8 calcium influx, agonist mode. activation, % at 8.33 µM. actives 0.19% (n = 320,000). AID 540275; in the data active = activation above about 80%; inconclusive = between about 30% and that limit; note: 0% is about no effect
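Fluo-8 calcium influx in TRPV1-expressing cells, kinetic read (ex 480/em 520 nm). Compound added and read 3 min for agonist activity, followed by capsaicin at EC20 final and 2 min further read for enhancement.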
TCR activator = T cell receptor activation; primary human leukocytes, anti-CD3, IL-2 HTRF, 48 h; Potency, µM (series often up to 9.22 µM), without a hit: at the highest dose activation of IL-2 secretion, actives largely listed as activators; AID 504894; 330,000 tested, under 10 active; note: % of control where 0% means no effect
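Readout: HTRF IL-2, Eu-cryptate/d2 antibody pair, 320nm excitation, 665nm emission. Stimulus: a-CD3 beads, no co-stimulation. Cells: primary human leukocytes. Exposure: 48 hr with compound.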
Mito fusion yeast = mitochondrial division inhibition or fusion activation; S. cerevisiae fusion-defective mutant growth rescue, CellTiterGlo 48 h; Potency, µM (doses to about 46.1 µM), for the others: at the top dose growth rescue (activation), usual class: activators; actives 0.23% (n = 320,000); AID 485298;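 note: potency is the fitted concentration of half-maximal effect; % of control where 0% means no effect; nearly all actives have a fitted effect of over 45% in size; temperature-sensitive fusion mutants such as fzo1-1 at 37 °C on non-fermentable ethanol glycerol medium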
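Yeast fusion mutant, YPEG (non-fermentable carbon), compound, 48 h at 37C non-permissive; CellTiterGlo added, 10 min RT, luminescence read. Rescued growth = division inhibition.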
TSHR antagonist = human thyrotropin receptor antagonism. TSHR-expressing cells, TSH-stimulated cAMP HTRF, 2 h; hits give low values. activity change, negative = inhibition, % at 11.5 µM. AID 504810. actives 0.2% (n = 330,000);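 active = activity change below a set negative limit, meaning inhibition stronger than a set level, cut at about -70% in these data; inconclusive = activity change between two set negative limits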; note: % is set by controls: 0 for no effect and ±100 for the full control effect
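Competitive HTRF cAMP read-out (cryptate anti-cAMP antibody, cAMP-d2; 30 min, room temperature) in freshly harvested TSHR cells. Compounds added before TSH at EC80 (4nM final), followed by 2 hours' incubation at 37 deg C.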
KCNH2 3.1 block = KCNH2 3.1 (human) potassium channel inhibition. U2OS KCNH2 3.1, thallium flux FluxOr; hits give low values. activity change, % (tested at about 1.8 µM). actives 0.95% (n = 340,000). AID 720553;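 active = maximum activity change below -70%; inconclusive = maximum activity change from -70% to -50%; inactive = maximum activity change above -50%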;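 note: thallium influx rate constant from kinetic fluorescence after stimulation buffer; % is set by controls: 0 for no effect and ±100 for the full control effect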
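Virally transduced U2OS (3.1 isoform, 4 h infection in dark at RT) → overnight 37 C → FluxOr + Red40 in HBSS/HEPES, 45 min → stimulation buffer, 2 min kinetic read → rate constant vs DMSO controls.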
Eya2 phos inh = blocks the phosphatase activity of human Eya2 | O00167 | recombinant Eya2, OMFP fluorescence dephosphorylation (OMFP is methylfluorescein phosphate) | Potency, µM (highest dose often 76.9 µM), for the others: top-dose activity, negative = inhibition, most hits filed as inhibitors | actives 0.006% (n = 330,000); note: potency is the fitted concentration of half-maximal effect; % is set by controls: 0 for no effect and ±100 for the full control effect
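Eya2 (0.2 uM) preincubated 10 min at ambient with compound, then OMFP substrate added at 50 uM; 10 min reaction in 50 mM HEPES pH 7.5, 50 mM NaCl, 5 uM MgCl2, 0.05% BSA, 1 mM DTT. Fluorescence read at Ex 485/Em 525 nm.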
ELG1 DNA repair = blocks ELG1-dependent DNA repair in HEK293T cells. actives 2.3% (n = 330,000). HEK293T ELG1-luciferase reporter, luminescence, 16 h; DNA damage induced by 5-fluorouridine. AID 504467. Potency, µM (titrated, usually from 46.1 µM), inactives show at the top dose activity change, negative = inhibition, usual class: inhibitors; note: potency is the fitted concentration of half-maximal effect; % is set by controls: 0 for no effect and ±100 for the full control effect; nearly all actives have a fitted effect of over 55% in size
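In this reporter screen, reduction of luminescence relative to DMSO vehicle indicated activity. Compounds and 5-fluorouridine were added together to 2,000 cells per well, incubated for 16 hr at 37 °C, then developed with ONE-Glo.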
USP2a inh = inhibitors of human ubiquitin-specific protease USP2a. O75604. USP2 core, Ub-CHOP2 coupled fluorogenic reporter, 485/531. Potency, µM (top dose mostly 38.3 µM), without a hit: at the highest dose activity change, negative = inhibition, actives largely listed as inhibitors. actives 0.01% (n = 330,000);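 note: potency is the fitted concentration of half-maximal effect; plate controls were DMSO wells for no effect and full inhibition by NEM control for full effect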
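USP2 core (10nM final) preincubated 30min RT with compound in 20mM Tris-HCl pH 8.0, 2mM CaCl2, 2mM beta-mercaptoethanol, 0.05% CHAPS; 25nM Ub-CHOP2 plus 25nM reporter substrate added, fluorescence (Ex485/Em531) read after 60min.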
The depositor's hits bear a star; ? = inconclusive; nt = no result given; [ ] = remark or other dose. Unless noted, calls come from the whole dose curve; as a rule, active = well fitted curve in the direction sought with a large enough effect; inconclusive = small, poorly fitted or top-dose-only effect, or another doubt; inactive = no such curve, though single readings can be large; an effect the other way counts as inactive or inconclusive. Not all compounds are listed (hit frequency here may not be typical).

1	Cc1ccc(C)c(NC(=S)N2CCN(CCO)CC2)c1
2	COc1ccccc1C(=O)COC(=O)c1cc([N+](=O)[O-])ccc1N1CCOCC1
3	CCc1sc(N2C(=O)C3C4CCC(C4=C(C)C)C3C2=O)nc1-c1ccccc1 (stereo not drawn)
4	CCOC(=O)c1cnc2ccccc2c1Nc1ccc(C(=O)O)cc1
5	CCNc1nc(NCc2ccccc2)nc(Oc2ccc(=O)[nH]n2)n1
6	C/C=C1\C(OC2OC(CO)C(O)C(O)C2O)OC=C(C(=O)OC)C1CC(=O)OCC1C(C)C(OC(=O)CC2C(C(=O)OC)=COC(OC3OC(CO)C(O)C(O)C3O)/C2=C\C)CC1C(CO)CO (stereo not drawn)
7	CC(=O)NCCN=C(C)c1sc2ccccc2c1O
8	N=c1c2c3c(sc2ncn1N)CCCC3
9	CC(NC(=O)c1ccc(Cl)cc1Cl)C(c1ccccc1)N1CCOCC1 (stereo not drawn)
10	CC1CC1c1ccc(/C=C(\C#N)C(=O)Nc2cc(Cl)ccc2Cl)o1 (stereo not drawn)

compound no.	1	2	3	4	5	6	7	8	9	10
A-T KAP1 phos	5%	-8%	3%	0%	1%	-11%	-2%	7%	6%	-5%
KCNH2 WT inh	2	-4	20	2	5	3	-17	1	-3	-5
TRPV1 ag	-1	6	23	-1	-3	-3	-2	2	15	6
TCR activator	-13%[46.1 µM]	-1%	nt	5%	0%[46.1 µM]	1%	0%	-4%	3%	4%[46.1 µM]
Mito fusion yeast	-5%	-28%	-3%	26%	-4%	-1%	-1%	-5%	13%	4%
TSHR antagonist	-11	-9	-15	-9	17	0	-1	9	2	8
KCNH2 3.1 block	1	-6	0	3	-20	6	-2	8	-6	-21
Eya2 phos inh	0%	3%	-22%	7%	5%	-4%	-13%	2%	-6%	-5%
ELG1 DNA repair	-9%	?	-6%	12%	9%	-5%	?	-14%	?	0%
USP2a inh	3%	1%	2%	0%	5%	4%	1%	1%	2%	3%

11	CCOc1ccc(CNCCNC(=O)c2nonc2N)cc1
12	Cc1nc(CNS(=O)(=O)c2cccc(F)c2)cs1
13	O=C(Oc1ccc2c3c(c(=O)oc2c1)CCCC3)c1cccs1
14	CC(C)N(Cc1ccccc1)C(=O)CSc1nccn1C
15	COc1ccc2cc3cc(C(=O)N4CCN(C5CCCCC5)CC4)oc3nc2c1
16	Nc1cccc(NP(=O)(c2ccccc2)c2ccccc2)c1
17	C[C@]12CC[C@H](O)CC1=CCC1C2CC[C@@]2(C)C1CC[C@@H]2NC(=O)CCC(=O)O (stereo partly drawn)
18	CCCOc1ccc(NC(=O)CC2C(=O)OCC3CCCCN32)cc1 (stereo not drawn)
19	Cc1nc(Oc2cccc(Cl)c2)c2oc3ccccc3c2n1
20	CCCCN(C(=O)CSCc1c(C)noc1C)c1c(N)n(CCC)c(=O)[nH]c1=O

compound no.	11	12	13	14	15	16	17	18	19	20
A-T KAP1 phos	-1%	3%	-3%	7%	0%	-9%	-4%	-8%	5%	5%
KCNH2 WT inh	15	-1	-22	2	-8	1	-3	0	0	12
TRPV1 ag	-3	1	0	0	2	-2	nt	1	19	0
TCR activator	4%	0%	2%[46.1 µM]	2%	6%	-7%	4%	2%	1%	4%
Mito fusion yeast	-3%	12%	13%	-3%	16%	-3%	nt	0%	-1%	-2%
TSHR antagonist	-4	58	9	2	41	-2	26	-3	-28	-2
KCNH2 3.1 block	-11	7	3	-15	6	12	8	3	0	nt
Eya2 phos inh	16%	0%	-5%	2%	-13%	7%	-6%	4%	-2%	8%
ELG1 DNA repair	-1%	16%	10%	3%	7%	3%	3%	17%	21%	14%
USP2a inh	-1%	2%	3%	1%	1%	3%	0%	0%	4%	0%

21	O=C(CN1CCN(c2ccc(C(F)(F)F)cn2)CC1)NCc1ccc2c(c1)OCO2
22	CCNC(=O)CC1C(=O)N(c2ccc(C)cc2)C(=O)N1CCc1sccc1C (stereo not drawn)
23	CC(C)c1ccc(NNC(=O)C2CCC2)cc1
24	Cc1ccc(C2=NN(C(=O)C3CCCO3)C(c3ccco3)C2)cc1 (stereo not drawn)
25	O=C(Nc1ccc2oc(-c3ccccc3F)nc2c1)c1cncc(Br)c1
26	COc1ccc(CN2C(=O)C(C)Nc3ncnc(N4CCN(c5ccccc5)CC4)c32)cc1 (stereo not drawn)
27	CCN(CC)S(=O)(=O)c1ccc(N2CCOCC2)c(NC(=O)c2ccccc2)c1
28	COc1cc(S(=O)(=O)NC2CCCCC2)ccc1F
29	C/C(=N\NC(=O)c1nnn(-c2nonc2N)c1CN1CCCCC1)c1ccccc1O
30	COCCSc1nc2sc3c(c2c(=O)n1-c1ccccc1)CCN(C)C3

compound no.	21	22	23	24	25	26	27	28	29	30
A-T KAP1 phos	8%	-5%	0%	-6%	6%	-4%	5%	-2%	-3%	nt
KCNH2 WT inh	34	-1	-7	-2	0	14	2	2	2	-5
TRPV1 ag	8	4	11	1	2	nt	26	-3	-1	6
TCR activator	0%	4%	-1%	0%	-3%	-1%	2%[46.1 µM]	-2%	-7%	-1%
Mito fusion yeast	7%	-3%	-2%	0%	1%	nt	-1%	4%	4%	3%
TSHR antagonist	-10	11	6	2	-5	-26	-1	18	-2	4
KCNH2 3.1 block	1	-18	-10	10	-1	-9	3	-3	-6	12
Eya2 phos inh	-1%	0%	?	3%	-5%	4%	-14%	-10%	2%	-5%
ELG1 DNA repair	-4%	-1%	4%	-8%	?	-29%	?	3%	18µM*	-9%
USP2a inh	2%	1%	3%	0%	0%	-5%	1%	1%	-4%	-1%

The final three records of the section above are carried over, then new ones follow.
28	COc1cc(S(=O)(=O)NC2CCCCC2)ccc1F
29	C/C(=N\NC(=O)c1nnn(-c2nonc2N)c1CN1CCCCC1)c1ccccc1O
30	COCCSc1nc2sc3c(c2c(=O)n1-c1ccccc1)CCN(C)C3
31	Cc1cc(SCC(=O)N/N=C/c2ccc(O)c(O)c2)nc2ccccc12
32	CCOC(=O)Cn1c(=O)oc2cc(S(=O)(=O)NCCc3ccc(C)cc3)ccc21
33	Cc1cc(C)nc(NC2=NCC(=O)N2c2ccc(Cl)cc2)n1
34	COC(=O)c1ccccc1NC(=O)CN1C(=O)CSC1=O
35	CCN(CC)c1ccc(NC(=O)CSc2nc(C)cc(=O)[nH]2)cc1
36	CCOC(=O)c1c(C)[nH]c(C(=O)/C(C#N)=C/c2ccc(OCC)cc2)c1C
37	C[C@H](NC(=O)c1nc[nH]c1C(=O)NCC(=O)OC(C)(C)C)C(=O)OC(C)(C)C
38	Cc1cccc(NC(=O)NC2CC(=O)N(c3ccc4c(c3)OCCO4)C2)n1 (stereo not drawn)
39	O=C(COc1ccccc1Cl)NNC(=O)c1ccc(-n2cncn2)c([N+](=O)[O-])c1
40	O=c1c2[nH]c3ccccc3c2nc2n1CCS2
41	O=C(CSc1nnc2c(n1)[nH]c1ccccc12)Nc1cccc(S(=O)(=O)N2CCOCC2)c1
42	Cc1nnc(SCC(=O)Nc2sc3c(c2C(=O)c2ccccc2)CCCC3)s1

compound no.	28	29	30	31	32	33	34	35	36	37	38	39	40	41	42
A-T KAP1 phos	-2%	-3%	nt	-3%	-4%	nt	14%	5%	3%	-3%	4%	-1%	0%	-6%	-8%
KCNH2 WT inh	2	2	-5	-6	-1	6	4	-4	1	-7	7	-9	3	1	1
TRPV1 ag	-3	-1	6	?	8	5	3	1	-1	28	5	1	0	0	6
TCR activator	-2%	-7%	-1%	2%	-7%	2%	nt	5%	4%[46.1 µM]	-2%	3%	0%	-2%	1%	4%[46.1 µM]
Mito fusion yeast	4%	4%	3%	-2%	2%	2%	-1%	0%	8%	0%	3%	-1%	4%	-5%	?
TSHR antagonist	18	-2	4	12	12	17	-2	-15	15	6	1	6	-8	-3	-13
KCNH2 3.1 block	-3	-6	12	2	9	-7	10	-4	-5	6	-3	10	0	10	-5
Eya2 phos inh	-10%	2%	-5%	-3%	-20%	-6%	7%	-21%	2%	-1%	0%	11%	-4%	-23%	-3%
ELG1 DNA repair	3%	18µM*	-9%	?	-5%	?	11%	2%	4%	2%	-5%	?	?	-13%	?
USP2a inh	1%	-4%	-1%	-1%	1%	0%	0%	-2%	2%	-7%	0%	4%	-10%	0%	1%
